Compound activity (PubChem BioAssay)
Pf growth 96h = P. falciparum growth inhibition at 96 hours; AID 504834; 320,000 compounds, 6.9% hits; P. falciparum luciferase reporter growth, 96 h; Potency, µM (doses to about 28.7 µM), for the others: top-dose activity change, negative = inhibition, hits mostly inhibitors; further: potency means the concentration at half of the fitted maximal effect; on the % scale 0 is the no-effect control and ±100 the full control effect
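Cell-based qHTS: luciferase-tagged P. falciparum in erythrocytes (2% hematocrit, 0.05% parasitemia final) incubated with compounds for 96 hours, 37 C, 5% CO2; luciferase detection reagent then added and luminescence measured.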
FBPA Giardia inh = inhibitors of Giardia lamblia fructose-1,6-bisphosphate aldolase; purified Giardia FBPA; Potency, µM (highest dose often 59.6 µM), for inactives: at the highest dose activity, negative = inhibition, actives largely listed as inhibitors; 290,000 compounds, 0.71% hits; AID 2451; further: potency means the concentration at half of the fitted maximal effect; on the % scale 0 is the no-effect control and ±100 the full control effect; nearly all actives have a fitted effect of over 55% in size
Target sequence (A8B2U2 whole entry, looked up): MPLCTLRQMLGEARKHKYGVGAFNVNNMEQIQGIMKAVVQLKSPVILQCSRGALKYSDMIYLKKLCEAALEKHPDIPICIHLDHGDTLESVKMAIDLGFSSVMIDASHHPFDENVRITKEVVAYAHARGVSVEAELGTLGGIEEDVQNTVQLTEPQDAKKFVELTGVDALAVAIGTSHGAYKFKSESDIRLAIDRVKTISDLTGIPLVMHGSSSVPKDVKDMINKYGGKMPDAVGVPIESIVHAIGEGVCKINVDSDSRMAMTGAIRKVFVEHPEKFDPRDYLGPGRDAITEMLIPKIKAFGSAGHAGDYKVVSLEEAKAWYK
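40 nM FBPA preincubated 10 min at RT with compound (up to 57.5 uM final), then substrate plus GAPDH/TPI/NAD/arsenate coupling and diaphorase/resazurin added. Fluorescence read after 20 min at RT, 525/598 nm.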
Shiga inhibitor = inhibitors of Shiga toxin in Vero cells; Vero cells, Shiga toxin protein synthesis inhibition reporter; inhibition, % at 38.7 µM; 290,000 compounds, 9.2% hits; in the data active means inhibition mostly above about 28%, no sharp cut-off; inactive means mostly below about 43%; further: 0% is about no effect
Sm TGR block = inhibitors of Schistosoma mansoni thioredoxin glutathione reductase. AID 485364. purified TGR, DTNB reduction, TNB absorbance 405 nm. 360,000 compounds, 3% hits. Potency, µM (titrated, usually from 114 µM), for the others: at the highest dose activity change, negative = inhibition, usual class: inhibitors. Q962Y6; further: potency means the concentration at half of the fitted maximal effect; on the % scale 0 is the no-effect control and ±100 the full control effect; nearly all actives have a fitted effect of over 60% in size
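TGR 20 nM + NADPH 100 uM (dispensed conc.), cpd preinc 15 min RT; start with NADPH (500 uM addition) then DTNB (15 mM addition). Kinetic TNB absorbance, 405 nm filter. Four-parameter Hill fit across titration.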
Pf growth 48h = P. falciparum growth inhibition at 48 hours (one generation); AID 504832; P. falciparum luciferase growth in erythrocytes, 48 h; Potency, µM (series often up to 28.7 µM), without a hit: at the top dose activity change, negative = inhibition, usual class: inhibitors; 310,000 compounds, 5.9% hits; further: potency means the concentration at half of the fitted maximal effect; on the % scale 0 is the no-effect control and ±100 the full control effect
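Luciferase-expressing P. falciparum in infected erythrocytes (2% hematocrit, 0.1% parasitemia final) in RPMI 1640/0.5% Albumax were exposed to compound for 48 hours at 37 C, 5% CO2; growth read as luminescence.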
Cycloheximide cs = affects cycloheximide protein synthesis inhibition readout, counter-screen. cell reporter, cycloheximide protein synthesis inhibition counterscreen. max response, %. 300,000 compounds, 12% hits. AID 2314; in the data active means max response mostly above about 13%, no sharp cut-off; inactive means mostly below about 14%; further: read at 38.3 µM for the half of the compounds with a filed dose; 0% is about no effect
The depositor's hits bear a star; u = inconclusive; x = no result given; & = joins results of further samples; [ ] = remark or other dose. Unless noted, the call rests on the fitted dose curve; in most records, active means well fitted curve in the direction sought with a large enough effect; inconclusive means small, poorly fitted or top-dose-only effect, or another doubt; inactive means no such curve, though single readings can be large; an effect the other way counts as inactive or inconclusive.

SMILES	Pf growth 96h	FBPA Giardia inh	Shiga inhibitor	Sm TGR block	Pf growth 48h	Cycloheximide cs
COCCn1c(SCC(=O)N2CCc3ccccc32)nc2c(c1=O)SC(C)C2 (stereo not drawn)	u	-27%	27	24%	u	6
CN(Cc1c(F)cccc1Cl)C(=O)c1ccc(NS(=O)(=O)c2ccc3[nH]c(=O)[nH]c3c2)cc1	u	x	x	8%	13%	x
OCc1nc2nc(Cl)c(Cl)nc2[nH]1	41%[activator]	u	4	7%	104%[activator]	2
CC[N+]1(CC)CC2=Cc3ccccc3CC2C1 (stereo not drawn)	u	-29%	2	65%[activator]	u	-9
C=CCc1ccccc1OCC(O)CNC(C)C (stereo not drawn)	u	-2%&-1%&1%&-3%	-12	25µM*	13µM*	-4
CCSC1=C(C#N)C(c2ccc(OC)c(OC)c2)CC(=O)N1 (stereo not drawn)	x	-5%	-7	-1%	u	7
COc1ccc(C2NC(=O)C(C#N)=C(S)N2c2ccc(C)cc2)cc1OC (stereo not drawn)	-22%	u	2	2%	15%	13
C=CC[C@@H]1C=C[C@H](O/N=C/c2ccc(C(=O)N3[C@H](c4ccc(C)cc4)[C@@H](C)CC[C@H]3C(=O)OC)cc2)[C@@H](CO)O1	u	6%	-6	-9%	-30%	-2
CC(Sc1nnnn1-c1cccc(F)c1)C(=O)NC1CCCC1 (stereo not drawn)	-18%	x	x	4%	17%	x
CCn1nnnc1SCC(=O)Nc1ccc(F)cc1	6%	3%	23	-8%	45%[activator]	20
Cc1ccc(-c2ccccc2NC(=O)CS(=O)CC(=O)Nc2ccc(C)c(Cl)c2)o1 (stereo not drawn)	12%	6%	-9	-25%	-5%	-7
O=C(Cn1cc(C(F)(F)F)ccc1=O)N1CCc2ccccc2C1	61%[activator]	x	x	-1%	3%	x
Cc1cc(C)cc(SCc2noc(C(=O)NCC3CCCO3)c2C(=O)O)c1 (stereo not drawn)	83%[activator]	23%	-3	6%	31%[activator]	-5
NC(=O)COc1c(-c2ccco2)oc2ccccc2c1=O	150%[activator]	-15%	-18	-4%	36%[activator]	-5
CNC(=O)c1csc(-c2ccncc2)n1	6%	6%	-6	-8%	1%	10
COc1ccc(COC(=O)NNC(=O)c2ccc(OC)cc2)cc1	u	4%	3	-23%	-9%	-2
CC(C)CCN(CCC(C)C)C(=O)Cc1c(O)c2ccccc2[nH]c1=O	0%	8%	0	-5%	-2%	1
O=C(O)c1ccc(-n2nnnc2SCc2ccccc2)cc1	x	24%	-19	-13%	13%	2
CCOc1ccc2[nH]c3c(N4CCC5(CC4)OCCO5)ncnc3c2c1	12µM*	-15%	-7	6%	u	0
COc1ccccc1N1CCN(C(=O)c2ccc3[nH]c4c(c3c2)CCCC4)CC1	12µM*	-5%	-5	2%	0%	4
COc1ccc2oc(C(=O)OCC(=O)NCc3ccco3)c(C)c2c1	28%	x	x	-9%	28%	x
Cc1cc2nc(SCC(=O)Nc3ccccc3C(=O)O)[nH]c2cc1C	u	5%	38*	-6%	78%[activator]	15
O=C(N/N=C/c1ccncc1)NC12CC3CC(CC(C3)C1)C2	-15%	3%	5	26%	-22%	-2
CCOC(=O)Cc1cnc(N)s1	u	0%	6	2%	12%	0
COc1ccc(NC(=O)c2ccc([N+](=O)[O-])o2)cc1	0%	-13%	21	u	u	9

(continued)
SMILES	Pf growth 96h	FBPA Giardia inh	Shiga inhibitor	Sm TGR block	Pf growth 48h	Cycloheximide cs
O=C1CSC2(N1)C1CC3CC(C1)CC2C3 (stereo not drawn)	6%	0%	-12	-8%	-17%	-2
CCN(C(=O)c1cc2c(=O)[nH]c3ccc(C)cc3c2s1)c1ccccc1C	-5%	2%	-18	1%	-22%	-3
CCOC(=O)[C@H]1[C@H]2COc3ccccc3[C@@H]2N2C(=O)c3cc(Br)ccc3NC(=O)[C@@]12C	6.6µM*	x	x	0%	4.1µM*	x
CCCCN(C(=O)c1ccc(C)c(S(=O)(=O)N2CCOCC2)c1)c1c(N)n(CCCC)c(=O)[nH]c1=O	2%	x	x	1%	8%	x
CCCCN(CCCC)Cc1cc2ccccc2c2c1COC2	u	-26%	14	-15%	x	8
CCCCCCOc1ccc(-c2ccc(C#N)cn2)cc1	u	2%	1	12%	-17%	-2
COc1ccc(N2CCN(CCOc3ccc4c(C)cc(=O)oc4c3)CC2)cc1	u	-3%	-2	2%	u	6
Cc1ccc(S(=O)(=O)N2CCCC(C(=O)Nc3cccnc3)C2)cc1 (stereo not drawn)	-14%	0%	-21	-2%	x	-1
Fc1ccc(Br)cc1SCCc1ccncc1	-5%	0%	-28	u	0%	-3
O=C(NNC(=S)NCc1ccco1)c1ccccc1Br	63%[activator]	x	-4	4%	25%	-1
CCc1ccc(NC(=O)CSC2=C(C#N)C(c3ccco3)C3=C(CCCC3=O)N2)cc1 (stereo not drawn)	17%	-1%	13	-7%	u	0
CC(=O)NS(=O)(=O)c1ccc(Nc2ccc([N+](=O)[O-])c3nonc23)cc1	0%	-8%	-9	-19%	10%	-4
CC(=O)OCCCN1c2ccccc2Nc2nnc(-c3ccccc3)cc21	361%[activator]	-6%	68*	-16%	-2%	36*
Cc1ccc(-c2ccc(=O)n(CCC(=O)NCCN3CCCCC3C)n2)cc1 (stereo not drawn)	64%[activator]	0%	-12	-2%	-15%	-2
C#CCOCCOCCOCCNc1nc(N2CCN(C(=O)C([C@@H](C)CC)n3cc(C(N)Cc4ccc(O)cc4)nn3)CC2)nc(N2CCN(C(=O)[C@H](CCC(=O)O)n3cc(C(N)CO)nn3)CC2)n1 (stereo partly drawn)	18%	-14%	-4	40µM*	3%	-2
CC(=O)N1c2ccc(S(=O)(=O)NCCC(=O)N3CCCC(C)C3)cc2CC1C (stereo not drawn)	-88%	10%	-8	-9%	7%	4
COc1ccc(C)cc1NC(=O)C(Sc1nnc(Nc2cc(C)ccc2OC)s1)c1ccccc1 (stereo not drawn)	10µM*	-4%	15	11%	0%	-2
Nc1ccc(N2CCN(c3ccc(F)cc3)CC2)cc1	u	2%	-9	0%	u	2
O=C(c1ccc(NS(=O)(=O)c2cccc([N+](=O)[O-])c2)cc1)N1CCN(C(=O)c2ccco2)CC1	u	x	x	-11%	u	x
Cc1c(S(=O)(=O)NC2CCCCC2)c(=O)n(C)c(=O)n1C	1%	x	x	-7%	0%	x
CN(Cc1ccccc1)Cc1c[nH]c2ccccc12	x	0%	-26	0%	3%	-5
COc1ncccc1-c1nnn(-c2ccc(F)cc2)n1	251%[activator]	6%	71*	-9%	410%[activator]	54*
COc1ccc(NC(=O)COc2ccc(C(=O)NC3CCCc4ccccc43)cc2OC)cc1 (stereo not drawn)	16%	-6%	-8	-7%	-11%	6
COc1ccc(N(C(=O)Cn2nnc(-c3ccc(Cl)cc3)n2)C(C(=O)NCC2CCCO2)c2ccncc2)cc1 (stereo not drawn)	u	-9%	-8	12%	9%	-4
N#Cc1ccccc1COC(=O)c1cc(=O)c2ccccc2o1	2%	2%	46	-12%	9%	8

The last 4 records of the section before come first, to join the parts.
SMILES	Pf growth 96h	FBPA Giardia inh	Shiga inhibitor	Sm TGR block	Pf growth 48h	Cycloheximide cs
COc1ncccc1-c1nnn(-c2ccc(F)cc2)n1	251%[activator]	6%	71*	-9%	410%[activator]	54*
COc1ccc(NC(=O)COc2ccc(C(=O)NC3CCCc4ccccc43)cc2OC)cc1 (stereo not drawn)	16%	-6%	-8	-7%	-11%	6
COc1ccc(N(C(=O)Cn2nnc(-c3ccc(Cl)cc3)n2)C(C(=O)NCC2CCCO2)c2ccncc2)cc1 (stereo not drawn)	u	-9%	-8	12%	9%	-4
N#Cc1ccccc1COC(=O)c1cc(=O)c2ccccc2o1	2%	2%	46	-12%	9%	8
CCN(CC)Cc1c(C(=O)N/N=C/c2cccs2)nnn1-c1nonc1N	27%	15%	-5	0%	5%	-8
COc1ccc(C(=O)Nc2ccc(NC(=O)c3ccccc3F)cn2)cc1	58%[activator]	u	22	-4%	4%	0
COc1ccccc1C(=O)NNC(=O)c1ccc(C)cc1	-77%	3%	32	-2%	62%[activator]	20*
Cc1cc(C(=O)N/N=C/c2cccnc2)c(C)o1	-16%	3%	8	3%	39%[activator]	16*
Cc1ccc(N2C(=O)/C(=C/c3ccco3)SC2=S)cc1	-20%	-23%	2	-12%	13%	16*
COc1cc(C(=O)NC(=S)Nc2ccc([N+](=O)[O-])cc2)cc(OC)c1OC	0%	13µM*	-3	1%	-10%	-3
CC(C)(C)c1ccc(OCC(=O)Nc2ccc(C(=O)Nc3ccccc3C(=O)O)cc2)cc1	-17%	2%	5	0%	8%	-2
COc1ccc(-c2nc(NC(=O)Cn3c(=O)oc4ccccc43)sc2C)cc1	u	-6%	-4	0%	-14%	-2
COc1cc(OC)cc(C(=O)OCC(=O)NC(C)CCc2ccccc2)c1 (stereo not drawn)	30%	18%	-6	-7%	11%	-4
CCN1C(=O)C(CC(=O)Nc2ccc(F)cc2)N(Cc2ccco2)C1=S (stereo not drawn)	u	-6%	-5	u	u	2
O=C(Nc1cccc(Cl)c1)Nc1nnc(CSCCOc2ccc(Cl)cc2)s1	u	-2%	17	17%	12µM*	8
O=c1[nH]n2c(C(F)(F)F)cc(C3CC3)nc2c1N=Nc1ccccc1	u	-12%	19	0%	8%	-2
COc1ccccc1C(=O)C1CCCN(Cc2ccc3c(c2)OCCO3)C1 (stereo not drawn)	141%[activator]	-4%	-9	-2%	57%[activator]	-4
COc1ccc(CNc2nnnn2C)cc1	-15%	2%	-7	6%	19%	-2
C=CCNC(=O)c1sc(SC)cc1-c1ccc(Cl)cc1	u	-1%	18	1%	-14%	-1
CC(=O)c1ccc(OCCCC(=O)Nc2ccc3c(c2)OCCO3)cc1	u	x	x	-1%	-21%	x
O=C(O)CCC(=O)Nc1ccc(Cc2ccc(NC(=O)CCC(=O)O)cc2)cc1	11%	9%	-9	-1%	11%	-1
Nc1ccc(Cl)cc1/C(=N/O)c1ccccc1	u	1%	-17	-1%	23%	-2
O=C(COC(=O)c1ccc(CO)cc1)Nc1ccc2ccccc2c1	19%	x	x	-7%	0%	x
O=C(CNC(=O)c1ccc(Cl)cc1)c1ccc(Br)cc1	12%	3%	14	-9%	x	8
CCC1(COC(NC(=O)c2cccnc2)(C(F)(F)F)C(F)(F)F)COC1	x	2%	-7	2%	12%	0
Cc1c(C(=O)NCc2ccco2)cccc1[N+](=O)[O-]	35%[activator]	3%	-15	1%	7%	-5
Cc1ccc(CNC(=O)COC(=O)c2cnccn2)cc1	102%[activator]	7%	36	-1%	5%	1
O=C(CCNS(=O)(=O)c1ccc(Cl)cc1)NCc1cccs1	40%	1%	27	-2%	-20%	5
O=C(NC1CCCCCC1)c1ccc2nc3cc(Cl)ccc3c(=O)n2c1	168%[activator]	3%	-5	-2%	4%	1
Clc1cccc(-c2nc(NCC3CCCO3)c3ccccc3n2)c1 (stereo not drawn)	37%[activator][5.75 µM]	-3%	-7	11%	u	-4
O=C(Nc1ccccc1)c1ccc2nc(-c3ccco3)c(-c3ccco3)nc2c1	x	u	10	3.2µM*	u	9

Structures listed so far that have a cyano group:
SMILES	Pf growth 96h	FBPA Giardia inh	Shiga inhibitor	Sm TGR block	Pf growth 48h	Cycloheximide cs
CCSC1=C(C#N)C(c2ccc(OC)c(OC)c2)CC(=O)N1 (stereo not drawn)	x	-5%	-7	-1%	u	7
COc1ccc(C2NC(=O)C(C#N)=C(S)N2c2ccc(C)cc2)cc1OC (stereo not drawn)	-22%	u	2	2%	15%	13
CCCCCCOc1ccc(-c2ccc(C#N)cn2)cc1	u	2%	1	12%	-17%	-2
CCc1ccc(NC(=O)CSC2=C(C#N)C(c3ccco3)C3=C(CCCC3=O)N2)cc1 (stereo not drawn)	17%	-1%	13	-7%	u	0
N#Cc1ccccc1COC(=O)c1cc(=O)c2ccccc2o1	2%	2%	46	-12%	9%	8
